# Compound activity deposited in PubChem BioAssay by Sanford-Burnham Center for Chemical Genomics.
# IAP activation: mouse intestinal phosphatase enzyme activation – biochemical, luminescence, single concentration, confirmation (AID 434970); 11,000 tested, 2.9% active; activity change, negative = activation, % at 10 µM; purified mouse IAP, CDP-Star luminescence, 30 min; hits give low values; in the data active means activity change below about -85%;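 further: percent relative to enzyme plus DMSO wells and wells without enzyme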
# IAP activation Fold change: second read-out of IAP activation, no call of its own (marks repeat the call); activation factor; measured here: IAP activation factor; hits give high values;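 fold luminescence change scaled to plate control wells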
# Numbers without * were called inactive.
structure,IAP activation,IAP activation Fold change
CCCn1nnc(NC(=O)COc2ccc(Cl)cc2)n1,0,1
COC(=O)/C(=C\c1ccc([N+](=O)[O-])o1)NC(=O)c1ccccc1,12,0.89
O=C(COc1ccccc1)N[C@@H]1c2ccccc2CC[C@@H]1OCc1ccccc1,6,0.94
COc1cccc(C2CC(C(F)(F)F)n3ncc(C(=O)NC(C)(C)C)c3N2)c1 (stereo not given),6,0.94
CC(C)N(C(=O)C(=O)c1cccn1-c1ccccc1C#N)C(C)C,3,0.97
CC(=O)OC(C(=O)N1CCN(c2ccccc2F)CC1)c1ccccc1 (stereo not given),7,0.93
Fc1ccc(C2CC(c3ccco3)=NN2c2ccccc2)cc1 (stereo not given),-6,1.1
CCN(CC)CCCNC(=O)c1[nH]c(C)c(C(=O)NC2CCCCC2)c1C,-9,1.1
COc1ccc(Oc2ncnc3c2oc2ccc(Br)cc23)cc1,-7,1.1
Cc1ccc(NC(=O)CS(=O)CC(=O)Nc2ccc3c(c2)OCO3)cc1Cl (stereo not given),-3,1
CCCCOc1ccccc1NC(=O)c1ccc(=O)[nH]c1,-1,1
COc1ccc(C(C(=O)NC2CCCCC2)N(CC2CCCO2)C(=O)C2COc3ccccc3O2)cc1OC (stereo not given),-18,1.2
O=C(O)C(c1ccccc1)N1CCCC1 (stereo not given),10,0.9
Cc1cc(NC(=O)CN2CCOCC2)n(-c2nc3ccccc3s2)n1,-5,1
C=C(C)Cn1c(CCNC(=O)C(C)C)nc2ccccc21,8,0.92
COC(=O)c1cc(NC(=O)c2cc(C)oc2C)cc(C(=O)OC)c1,6,0.94
CN(C)c1cccc(NC2=CC(=[N+]3CCOCC3)CC(C)(C)C2)c1,-9,1.1
C[C@@H]1C(c2ccc(F)cc2)=NN(c2ccccc2)[C@H]1C(=O)N1CCOC1=O,-8,1.1
Cc1ccc(C(C(=O)NC2CCCCC2)N(C(=O)c2csnn2)C2CC2)o1 (stereo not given),-3,1
C1CCC(C23CC4CC(CC(C4)C2)C3)NC1 (stereo not given),5,0.95
CCC1CCCCN1CCCNC(=O)c1ccc2c(=O)n(Cc3ccc(OC)cc3)c(=O)[nH]c2c1 (stereo not given),8,0.93
CN(C)CCCNC(=O)C[C@H]1C[C@H](C(=O)N2CCOCC2)[C@@]2(C)c3[nH]c4cc(CCC(=O)N(C)C)ccc4c3CCN2C1=O,-7,1.1
O=C(CN1CCC(n2nnc3cc(C(F)(F)F)ccc32)CC1)Nc1ccc2c(c1)OCCO2,5,0.95
Cc1ccc(C2CC(=O)N3CN(c4ccc(Br)cc4)CSC3=C2C#N)o1 (stereo not given),63,0.37
CC(C)C(C(=O)O)N1C(=O)/C(=C/C=C/c2ccco2)SC1=S (stereo not given),74,0.26
COc1cc2c(C(=O)NCc3ccccn3)cn(C)c(=O)c2cc1OC,9,0.91
Cc1sc(NC(=O)CSc2nnc(-c3ccc(F)cc3)o2)c(C#N)c1C,10,0.9
O=C(CSc1nnnn1C1CCCCC1)NCc1ccccc1,-13,1.1
CCOc1ccc(NC(=O)Nc2ccc3c(c2)N(C)C(=O)CS3)cc1,-29,1.3
CCN(c1ccccc1)S(=O)(=O)c1ccc(NCC2COc3ccccc3O2)nc1 (stereo not given),-29,1.3

# Some values from the list.
# For IAP activation Fold change, `CCN(c1ccccc1)S(=O)(=O)c1ccc(NCC2COc3ccccc3O2)nc1` (stereo not given) shows 1.3
# For IAP activation, `C1CCC(C23CC4CC(CC(C4)C2)C3)NC1` (stereo not given) shows 5
# For IAP activation Fold change, `CCOc1ccc(NC(=O)Nc2ccc3c(c2)N(C)C(=O)CS3)cc1` shows 1.3
# For IAP activation Fold change, `C[C@@H]1C(c2ccc(F)cc2)=NN(c2ccccc2)[C@H]1C(=O)N1CCOC1=O` shows 1.1

# Next records.
structure,IAP activation,IAP activation Fold change
CC(=O)c1cccc(NC(=O)NC(C)C2CCCO2)c1 (stereo not given),-12,1.1
Cc1nn(-c2nc(-c3ccco3)cc(C(F)(F)F)n2)c(C)c1Cl,-3,1
CC(Nc1cc(=O)n(C)c(=O)n1C)c1ccccc1 (stereo not given),8,0.92
COc1ccc(OC)c(NS(=O)(=O)c2ccc(NC(C)=O)cc2)c1,1,0.99
CCOc1ccc(S(=O)(=O)Nc2ccc(C(=O)N/N=C(\C)c3ccc(-n4ccnc4)cc3)cc2)cc1,4,0.96
Cc1ccc(NC(=O)C2CC(=O)NC(N3CCc4ccccc43)=N2)cc1 (stereo not given),5,0.95
O=C1c2cnccc2CN1Cc1ccccc1,3,0.97
CCOc1cc(/C=N/O)ccc1OS(=O)(=O)c1ccc(C)cc1,6,0.94
COc1cc2c(cc1OC)[C@@H](NC(=O)CCc1ccccc1)[C@H](OCc1ccccc1)C2,-32,1.3
O=C(C[C@H]1C[C@H](C(=O)N2CCCCC2)[C@@]2(CCc3ccccc3)c3[nH]c4cc(-c5ccco5)ccc4c3CCN2C1=O)NCc1cccc(C(F)(F)F)c1,-12,1.1
Cn1cccc1C(=O)OCc1cc(Cl)cc2c1OCOC2,24,0.76
CC(C)C(=O)Nc1cccc(C(=O)Nc2ccc3c(c2)OCO3)c1,3,0.97
CCOCCCNc1nc2c(c(=O)n(C)c(=O)n2C)n1CCCc1ccccc1,8,0.92
Cc1ccc(Cl)cc1N1CCN(C(=O)Cn2ccc3ccccc3c2=O)CC1,13,0.87
CC/C(=N\NC(=O)CSCc1ccc(Cl)cc1)c1ccc2c(c1)OCCO2,0,1

# Seven successive compounds out of the list so far:
structure,IAP activation,IAP activation Fold change
COc1cc2c(cc1OC)[C@@H](NC(=O)CCc1ccccc1)[C@H](OCc1ccccc1)C2,-32,1.3
O=C(C[C@H]1C[C@H](C(=O)N2CCCCC2)[C@@]2(CCc3ccccc3)c3[nH]c4cc(-c5ccco5)ccc4c3CCN2C1=O)NCc1cccc(C(F)(F)F)c1,-12,1.1
Cn1cccc1C(=O)OCc1cc(Cl)cc2c1OCOC2,24,0.76
CC(C)C(=O)Nc1cccc(C(=O)Nc2ccc3c(c2)OCO3)c1,3,0.97
CCOCCCNc1nc2c(c(=O)n(C)c(=O)n2C)n1CCCc1ccccc1,8,0.92
Cc1ccc(Cl)cc1N1CCN(C(=O)Cn2ccc3ccccc3c2=O)CC1,13,0.87
CC/C(=N\NC(=O)CSCc1ccc(Cl)cc1)c1ccc2c(c1)OCCO2,0,1

# (further entries)
structure,IAP activation,IAP activation Fold change
O=C(C[n+]1ccc(C(=O)N/N=C/c2ccc(O)cc2)cc1)c1ccccc1,14,0.86
COc1ccc(NC(=O)CSc2nnc(C3CCCCC3)n2-c2ccccc2)cc1,-16,1.2
COc1ccc2[nH]c3c(c2c1)CCN1C(=O)C(CC(=O)NC/C=C(\C)CCC=C(C)C)C[C@H](C(=O)N2CCCCC2)[C@@]31C (stereo not given in full),-82,1.8
C=CCn1c(-c2ccccc2)c[nH]c1=S,-12,1.1
COC(=O)C1CCN(C(=O)c2c(-c3ccccc3Cl)noc2C)CC1,-5,1.1
CC[C@]1(C(=O)OC)[C@H]2C(=O)N(Cc3ccccc3)C(=O)[C@H]2[C@H]2CN=C(SC)N21,-1,1
CCCCSCCCNC(=O)Nc1ccc(CC)cc1,-39,1.4
O=C(CCl)Nc1nc(-c2ccco2)c(-c2ccco2)s1,74,0.26
COc1cccc(NC(=O)NCCCCc2ccccc2)c1,-116*,2.2*
CCOc1cc(C2NN=C(c3ccccc3)S2)ccc1OCc1ccccc1Cl (stereo not given),11,0.89
COc1cccc(C(=O)Nc2ccc(C(=O)O)cc2)c1,-2,1
CCCc1cc(=O)[nH]c(SCC(=O)N(C)CC(=O)Nc2ccccc2CC)n1,18,0.82
CCOC(=O)C1CN(S(=O)(=O)c2ccc(OC)cc2)c2cc(CC(=O)OC)ccc2O1 (stereo not given),14,0.86
Cc1cnc(NC(=O)CSc2nnc(CNc3ccc(F)cc3)n2CC2CCCO2)s1 (stereo not given),5,0.95
N#Cc1cc(Oc2ccccc2)c(-n2nnc3ccccc32)cc1C#N,11,0.89

# Entries of single compounds as entered above. Order of values: IAP activation, IAP activation Fold change
# `COc1ccc(NC(=O)CSc2nnc(C3CCCCC3)n2-c2ccccc2)cc1` as listed: -16, 1.2
# `CC[C@]1(C(=O)OC)[C@H]2C(=O)N(Cc3ccccc3)C(=O)[C@H]2[C@H]2CN=C(SC)N21` as listed: -1, 1

# Next section:
structure,IAP activation,IAP activation Fold change
Cc1c(Cl)cccc1NC(=S)NCc1ccccc1,-4,1
Cc1ccc(C(=O)Cn2c(C(=O)/C=C/c3ccccc3)nc3ccccc32)cc1,12,0.88
CC(C)CC1C(C#N)=C(N)Oc2n[nH]c(-c3ccccc3)c21 (stereo not given),6,0.94
CC(=O)N1CCN(CCN=CC2=C(O)CC(c3ccco3)CC2=O)CC1 (stereo not given),2,0.98
Cc1cc(NC(=O)COC(=O)C(Nc2ccc(C(F)(F)F)cc2Cl)C(C)C)no1 (stereo not given),3,0.97
O=C(CSc1nnc(-c2ccco2)n1Cc1ccco1)NCc1ccccc1,-11,1.1
CCN(CC)CCNC(=O)C1c2ccccc2C(=O)N(CCOC)C1c1ccc(F)cc1 (stereo not given),3,0.97
COc1ccc2[nH]c3c(c2c1)CCN1C(=O)C(CC(=O)NC(C)(C)C)C[C@H](C(=O)N(C(C)C)C(C)C)[C@@]31C (stereo not given in full),-6,1.1
O=C1OCCN1C(=O)[C@H]1[C@H](c2ccc(Cl)cc2)C(c2ccccc2)=NN1c1ccccc1,-16,1.2
CC(Sc1nnc(-c2ccc(O)cc2)o1)C(=O)Nc1cccc2ccccc12 (stereo not given),8,0.92
Oc1ccccc1/C=N/Nc1cccc2cccnc12,19,0.81
COc1ccc(S(=O)(=O)Nc2ccc(S(=O)(=O)N3CCCCC3)cc2)cc1,-9,1.1
CC(C)(C)Cc1nc2ccccc2n1CCc1ccccc1,7,0.93
CCCCCCCCC(=O)Nc1cc(C)ccc1OC,1,0.99
CCC(=O)N1c2ccccc2NC2=C(C(=O)CCC2)C1c1ccc(N(C)C)cc1 (stereo not given),-18,1.2
O=S(=O)(c1ccccc1Br)N(CC(O)COCc1ccccc1)C1CC1 (stereo not given),2,0.98
COc1ccc(-c2nnc(SCC(=O)N3CCOCC3)n2C)cc1OC,-7,1.1
CCn1c(=O)c(=O)[nH]c2cc(C(=O)N3CCN(c4ccccc4F)CC3)ccc21,2,0.98
CCNc1nc(N)nc(-c2cc(Cl)ccc2O)n1,9,0.91
COc1cccc(NC(=S)NCCC(c2ccccc2)c2ccccc2)c1,-253*,3.5*
O=C(c1ccccc1)n1nnc2ccccc21,10,0.9
CC[C@]12c3[nH]c4cc(CCC(=O)N(C)C)ccc4c3CCN1C(=O)[C@@H](CC(=O)NCc1cccc(C(F)(F)F)c1)C[C@@H]2C(=O)N1CCN(C(=O)c2ccco2)CC1,-5,1
CC(N=Cc1cccc(O)c1O)c1ccccc1 (stereo not given),67,0.33
O=C(C1CCN(S(=O)(=O)c2cccc3nsnc23)CC1)N1CCCc2ccccc21,9,0.91
CC(C)[C@H]1COCCS(=O)(=O)N1Cc1ccccc1-c1cccc(Cl)c1,-3,1
CCOC(=O)Cn1c(=O)c2c(nc3n2CCS3)n(C)c1=O,14,0.86
O=C1CC(c2cccc(Cl)c2)C(n2cncn2)C(=O)C1C1NCCc2ccccc21 (stereo not given),7,0.93
COc1cc(NC(=O)c2ccccc2)c(OC)cc1NC(C)=O,8,0.92
Cc1cc(C)c2c(n1)nn1c(NCCOCCO)cc(C)nc21,3,0.97
O=c1c2oc3ccccc3c2ncn1Cc1ccccc1Cl,4,0.96
C[C@H](CO)N1C[C@H](C)[C@@H](CN(C)C(=O)NC2CCCCC2)Oc2ccc(NC(=O)Nc3ccc(C(F)(F)F)cc3)cc2C1=O,-61,1.6
Cc1ccc(C(=O)OCC(=O)Nc2ccc3c(c2)OCO3)o1,2,0.98
COc1ccc(NC(=O)CN2CCN(C(=O)c3ccco3)CC2)c(OC)c1,11,0.89
Fc1ccc(NCc2nnc(SCc3nnc(-c4ccccc4)o3)n2CC2CCCO2)cc1 (stereo not given),4,0.96
C=Cc1c(C)c2cc3[nH]c(cc4nc(cc5nc(cc1[nH]2)C(C)=C5CCC(=O)O)C(CCC(=O)O)=C4C)c(C)c3C=C,42,0.58
Cc1cc(C)cc(C(=O)N(NC(=O)Nc2ccc(Cl)cc2)C(C)(C)C)c1,-322*,4.2*
O=C(N/N=C/c1ccc([N+](=O)[O-])o1)c1ccccc1NS(=O)(=O)c1cccs1,62,0.38
CCN1C(=O)/C(=C2\SC(=S)N(NC(=O)c3ccccc3O)C2=O)c2ccccc21,47,0.53
O=C(COC(=O)c1ccc(O)cc1)Nc1ccc(N2CCCCC2)cc1,9,0.91
COCCn1c(-c2ccccc2)cnc1N,5,0.95
COCCNC(=O)Cn1cnc2ccc(S(=O)(=O)N3CCC(C)CC3)cc2c1=O,10,0.9
Cc1ccc(S(=O)(=O)N(C)c2ccc(OCC(=O)O)cc2)cc1,4,0.96
Cc1cc(C)nc(-n2nc(C)c3c(C(F)(F)F)cc(=O)[nH]c32)n1,-3,1
COc1ccc(CCN2CC3=C(C2=O)C(c2ccccc2)NC(=O)N3C)cc1OC (stereo not given),8,0.92
CCOC(=O)Oc1ccc2oc(=O)cc(C)c2c1,-12,1.1
CCCCN(CC)CCNC(=O)Cn1cnc2sc(C)c(S(=O)(=O)N3CCOCC3)c2c1=O,-7,1.1
CC(=O)Cc1nsc(NC(=O)c2ccc(-c3cccc(C(F)(F)F)c3)o2)n1,5,0.95
O=c1cc(C(Cl)(Cl)Cl)oc2c1ccc1ccccc12,12,0.88
Cc1ccccc1OCC(=O)N/N=C/c1cccn1C,21,0.79
Cn1nc(-c2ccccc2F)c2cc(C(=O)Nc3ccc4c(c3)OCCO4)sc21,10,0.9
O=C(Nc1ccc(Br)cc1)NC1CCCCCCC1,-174*,2.7*
COc1ccc(-c2cc(-c3ccc(OC)cc3)[nH]n2)cc1,8,0.92
CCOC(=O)C1=CNS(=O)(=O)NC1c1ccc(C[C@H](NC(=O)CNC(=O)CCc2ccccc2)C(N)=O)cc1 (stereo not given in full),-7,1.1

# This is a subset. The share of hits here may be higher or lower than overall.
